KB-3-1 cytotox = KB-3-1 parental cell cytotoxicity | KB-3-1 viability, CellTiter-Glo ATP luminescence, 72 h | Potency, µM (doses to about 46.1 µM), for inactives: top-dose activity change, negative = cytotoxic, usual class: cytotoxic | 400,000 compounds, 1.4% hits | AID 1347075; further: potency means the concentration at half of the fitted maximal effect; on the % scale 0 is the no-effect control and ±100 the full control effect; nearly all actives have a fitted effect of over 60% in size
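Parental KB-3-1 adenocarcinoma cells in phenol-red-free DMEM with 10% FBS were pin-treated with compounds at several concentrations, incubated 72 h at 37 °C, and viability read by CellTiter-Glo luminescence; concentration-effect curves were fitted after normalization.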
ATXN2 expr inh = inhibitors of ATXN2 expression; HEK-293 ATXN2-luciferase reporter, luminescence, 24 h; Potency, µM (series often up to 57 µM), for the others: at the top dose activity change, negative = inhibition, hits mostly inhibitors; 360,000 compounds, 0.72% hits; further: potency means the concentration at half of the fitted maximal effect; on the % scale 0 is the no-effect control and ±100 the full control effect; nearly all actives have a fitted effect of over 55% in size
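qHTS (up to 57 uM final) was run with 24 h compound exposure of reporter cells at 37 °C. Each well was multiplexed: SteadyGlo luminescence measured ATXN2-luciferase expression after a fluorogenic Gly-Phe-AFC viability readout (25 uM final).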
KB-V1 MDR tox = kills drug-selected multidrug resistant KB-V1 cells; 400,000 compounds, 3.4% hits; Potency, µM (highest dose often 46.1 µM), for inactives: at the highest dose activity change, negative = cytotoxicity, actives largely listed as cytotoxic; KB-V1 MDR cells viability, CellTiter-Glo, 72 h; further: potency means the concentration at half of the fitted maximal effect; on the % scale 0 is the no-effect control and ±100 the full control effect; nearly all actives have a fitted effect of over 60% in size
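KB-V1, DMEM (no phenol red) + 10% FBS; cpd pin-transferred, titration series; 72 h, 37 degrees C; CellTiter-Glo, luminescence. Data normalized, curve-fit.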
IL-1B inflam inh = blocks inflammasome-driven IL-1 beta release; AID 743279; 360,000 compounds, 4.7% hits; THP-1 LPS/ATP IL-1B secretion, AlphaLISA, 16 h; stronger effect = lower value; activity change, % at 57.5 µM; in the data active means activity change below about -50%; inconclusive means mostly about -30% to -49%; further: on the % scale 0 is the no-effect control and ±100 the full control effect
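THP-1 cells pretreated 1 hr with compounds (up to 57.5 uM final), then stimulated with LPS (250 ng/mL final) plus ATP (1.25 mM final); secreted IL-1B measured by AlphaLISA after 16 hr, decreased signal indicating inhibition.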
S2 tox = reduces viability in counter-screen for ATXN expression inhibitors | S2 cells (HEK-293 line with an ATXN2-luciferase reporter) viability, CellTiter-Fluor protease fluorescence, 24 h | Potency, µM (series often up to 56.7 µM), usual class: cytotoxic | 400,000 compounds, 0.49% hits | AID 651635; further: potency means the concentration at half of the fitted maximal effect; nearly all actives have a fitted effect of over 40% in size
HT1080 IDH1KD tx = HT-1080 IDH1 knockdown cell toxicity (counter line); HT-1080 IDH1 knockdown viability, ATP luminescence, 48 h; Potency, µM (highest dose often 46.1 µM), without a hit: top-dose activity, negative = toxicity, most hits filed as cytotoxic; 360,000 compounds, 2% hits; AID 686971;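 further: potency means the concentration at half of the fitted maximal effect; 0% = DMSO wells and -100% = cell-free medium wells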
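IDH1KD HT-1080 cells, 750/well, RPMI + 5% FBS; compound pinned after 2 h settling; 48 h, 37 °C; CellTiter-Glo luminescence; % activity normalised to DMSO and no-cell wells; curves fitted, classed by r2 and efficacy.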
SW480 rerep = induces DNA re-replication in SW480 colon adenocarcinoma cells; SW480 DNA re-replication, Hoechst DNA content imaging, 48 h; Potency, µM (top dose mostly 46.1 µM), for inactives: at the top dose re-replication activation, most hits filed as activators; 340,000 compounds, 1.8% hits; AID 624297; further: potency means the concentration at half of the fitted maximal effect; % of control where 0% means no effect; nearly all actives have a fitted effect of over 55% in size
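Compounds, transferred as 23 nL by pin tool, were incubated with cells for 48 hr; DNA content per nucleus was then quantified by Hoechst staining and fluorescence plate imaging.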
MCF10A rereplic = inducers of DNA re-replication in MCF 10A breast cells | Potency, µM (doses to about 46.1 µM), for the others: at the highest dose activity, positive = re-replication, most hits filed as activators | MCF 10A DNA re-replication, Hoechst nuclear intensity, 48 h | 350,000 compounds, 2.9% hits; further: potency means the concentration at half of the fitted maximal effect; % of control where 0% means no effect; nearly all actives have a fitted effect of over 50% in size
HT1080-NT tox = kills 2HG-producing HT-1080-NT fibrosarcoma cells. HT-1080-NT fibrosarcoma viability, CellTiter-Glo ATP luminescence, 48 h. Potency, µM (top dose mostly 46.1 µM), without a hit: top-dose activity, negative = less viability, actives largely listed as cytotoxic. 360,000 compounds, 1.6% hits. AID 686970;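 further: NT is the 2HG producing partner of a matched IDH1 knockdown line; potency means the concentration at half of the fitted maximal effect; 0% = DMSO-treated cells and -100% = media-only wells without cells; nearly all actives have a fitted effect of over 55% in size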
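Read-out is CellTiter-Glo luminescence after 10 minutes at room temperature, following 48 hours' compound treatment of HT-1080-NT cells (750 cells/well, RPMI, 5% FBS, 37 degrees C).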
* marks the source's active call; other numbers are inactive results; i = inactive; ? = inconclusive; nt = not tested or not shown; & = joins results of further samples; [ ] = remark or other dose. Unless noted, the call rests on the fitted dose curve; in most records, active means well fitted curve in the direction sought with a large enough effect; inconclusive means small, poorly fitted or top-dose-only effect, or another doubt; inactive means no such curve, though single readings can be large; an effect the other way counts as inactive or inconclusive.

Results follow in this order: KB-3-1 cytotox, ATXN2 expr inh, KB-V1 MDR tox, IL-1B inflam inh, S2 tox, HT1080 IDH1KD tx, SW480 rerep, MCF10A rereplic, HT1080-NT tox
> Cc1cc2nc3ccc(=[N+](C)C)cc-3sc2cc1N
→ ?, 7.1µM*, 16µM*, -17, 13µM*, 4.1µM*, ?, -5%, 8.2µM*
> CC(C)c1ccc(NC(=O)CCN2C(=O)[C@@H]3Cc4ccccc4CN3C2=O)cc1
→ -5%, -16%, -12%, -1, i, 8%, ?, 5%, 13%
> Fc1ccc(CCN2CCN=C2Nc2ccccc2)cc1
→ 7%, 3%, 0%, -4, i, -1%, 0%, 23%, 3%
> CCC(=Cc1ccccc1OC)c1ccncc1
→ 4%, 4%, -1%, -6, i, ?, 5%, ?, -20%
> CC(=O)c1ccc(Nc2nc3ccccc3nc2-n2nc(C)cc2C)cc1
→ 21%, -1%, 4%, nt, i, nt, nt, nt, nt
> CCN(CC)S(=O)(=O)c1ccc(NC(=O)Cn2cnc3ccccc3c2=O)cc1
→ ?, 0%, 5%, 12, i, 0%, -2%, 0%, 9%
> C=CCn1c(COc2ccc(Cl)cc2)nnc1SCC(=O)N1CC(=O)Nc2ccccc21
→ ?, nt, 4%, -28, nt, 1%, -2%, 7%, 4%
> CN(C)S(=O)(=O)N1CCC(Oc2cccc(C(=O)NC3CCCCCC3)c2)CC1
→ 0%, -30%, 1.3µM*, 1, i, -15%, 6%, ?, ?
> O=C(COC(=O)c1cccc(Br)c1)NCCC1=CCCCC1
→ 0%, -6%, 5%, 14, i, 4%, 0%, 0%, 3%
> COc1ccc(-n2c(C)cc(C(=O)CSc3ccc(NC(C)=O)cc3)c2C)cc1
→ -17%, 35%, ?, 10, i, -15%, 13%, 16µM*, -23%
> Cn1cnnc1Sc1ccc(C(=O)OCC(=O)Nc2cc(Cl)cc(Cl)c2)cc1[N+](=O)[O-]
→ 8%, -6%, -2%, -12, i, -7%, 1%, 25%, -15%
> CCCN1CCN(C(=O)Cn2ncc3c4ccccc4n(Cc4cccc(Cl)c4)c3c2=O)CC1
→ -13%, -10%, 24%, nt, ?, nt, nt, nt, nt
> COc1ccc(SC[C@H](CC(C)C)N2CCN(C)CCC2=O)cc1
→ -6%, 46%[activator], -3%, 4, i, 5%, -30%[inhibitor][9.22 µM], -17%, 5%
> COc1cc(/C=C/C(=O)OCC(=O)Nc2ccc(C)cc2[N+](=O)[O-])ccc1O
→ -4%, nt, -10%, -10, i, -3%, 20%, -1%, -1%
> O=C(CCCCCn1nnc2ccccc2c1=O)N[C@H](C(=O)O)c1ccccc1
→ 3%, 17%, 6%, 29, i, -2%, -9%, ?, -1%
> COc1ccc(NS(=O)(=O)c2cc(OCC(N)=O)c(C)cc2Cl)cc1
→ -20%, -2%, ?, -4, i, 6%, -1%, -9%, -1%
> O=[N+]([O-])c1cccc(NC2=NCCC2)c1
→ 13µM*, -29%[11.3 µM], -2%, -15, i, ?, 0%, -1%, -9%
> CCCN(C(=O)C(C)Oc1cccc(Cl)c1)c1c(N)n(Cc2ccccc2)c(=O)[nH]c1=O (centres undefined)
→ 8%, 9%, 2%, 37, ?, -11%, -5%, 1%, -9%
> COC(=O)c1ccc(OCC2c3cc(OC)c(OC)cc3CCN2C(=O)C(C)C)cc1 (centres undefined)
→ -8%, -17%, -13%, nt, i, nt, nt, nt, nt
> Cc1cc2c(cc1C)N(Cc1ccccc1)C1=NCCCN12
→ ?, ?, ?, -58*, i, -21%, 3%, 13%, -29%
> CCc1nc2ccccc2n(CCOCCn2c(=O)c(CC)nc3ccccc32)c1=O
→ 12%, 4%, -2%, -5, i, 10%, -5%, -4%, 1%
> Cc1ccc(OC(=O)c2cccc(C(=O)Oc3ccc(C)cc3)n2)cc1
→ 25%, 7%, 3%, -5, i, -3%, 0%, 1%, 3%
> CCN1C(=O)C2(C(C#N)=C(N)Oc3cc(C)oc(=O)c32)c2ccccc21 (centres undefined)
→ -7%, 0%, 13%, 4, i, -2%, 0%, -2%, 2%
> CN(C(=O)COC(=O)c1ccc(C#N)cc1)c1ccccc1
→ 2%, 2%, 12%, -6, i, -7%, -23%, -4%, 5%
> CC(/C=N/n1c(-c2ccc(C)cc2)n[nH]c1=S)=C\c1ccco1
→ 2%, 0%, 0%, 18, i, -3%, -1%, ?, 0%
> Cc1nc2nc(C)c(NS(=O)(=O)c3ccc(F)cc3)c(=O)n2[nH]1
→ 6%, 12%, -16%, nt, i, nt, nt, nt, nt
> CC1=C(C(=O)N(C)C)CC(CC(=O)NCCN2CCOCC2)C(=O)N1Cc1ccccc1 (centres undefined)
→ 15%, 0%, -6%, 18, i, 14%, nt, nt, 13%
> CN(C)c1ccc(S(=O)(=O)N2CCCCC2)cc1NC(=O)CCNC(=O)c1ccc(Cl)cc1
→ -21%, 7%, 21µM*, -15, i, -2%, -1%, 4%, -1%
> Cc1cccn2c(=O)c3cc(C(=O)NCc4ccco4)c(=N)n(C4CCCC4)c3nc12
→ -16%, ?, -1%, 29, i, 10%, 1.8µM*, 2.1µM*, 16%
> CC(C)(NO)/C(=N\O)c1ccccc1
→ 9%, 9%, 26%, 20, i, 13%, -3%, 5%, 10%
> Cc1cc(NC(=O)CCSc2nc(-c3ccco3)cc(C(F)(F)F)n2)n(-c2ccccc2)n1
→ 6%, -17%, -12%, -7, i, -14%, -4%[9.22 µM], 16%, -9%
> O=C(c1cnn2c(C(F)F)cc(-c3ccccc3)nc12)N1CCOCC1
→ 14%, nt, -5%, 7, nt, 0%, -15%, 6%, 4%
> O=C1CC(N2CCN(c3ccc(Cl)cc3)CC2)C(=O)N1c1ccc(F)cc1 (centres undefined)
→ 15%, -33%, 0%, 8, i, 0%, 4%, 1%, -2%
> CCN(C(=O)Cn1c(=O)oc2cc(S(=O)(=O)N3CCOCC3)ccc21)c1ccccc1
→ -9%, nt, 9%, 4, ?, 16%, 3%, -5%, 6%
> O=C(COc1nncc2ccccc12)NCC(F)(F)F
→ -1%, -20%[11.3 µM], 12%, 14, i, 16%, 3%, -3%, -2%
> COc1ccc(OC)c(C2Nc3nc4ccccc4n3C(C)=C2C(=O)Nc2ccc(C)cc2C)c1 (centres undefined)
→ ?, -6%, -5%, 10, i, ?, 25%, -4%, -7%
> O=c1oc2c(CN3CCOCC3)c(O)ccc2c2c1CCC2
→ -1%, 1%, -4%, 1, i, -5%, 2%, 0%, -3%
> Cc1ccc(Nc2c(N)c(=O)oc3ccccc23)cc1
→ ?, -15%, ?, 1, i, ?, ?, ?, ?
> CCN1CCN(C(=O)NCc2ccccc2)CC1
→ 0%, 1%, ?, -3, i, 4%, 130%, ?, 10%
> Cc1nc(CS(=O)c2ccc(Cl)cc2)cc(NCc2ccc(Cl)cc2Cl)n1 (centres undefined)
→ ?, -7%, ?, -77*, i, ?, -7%, ?, ?
> CC(C)(C)N(Cc1ccccc1)C(=O)COC(=O)C1CCCCC1
→ 7%, -6%, 24%, 10, i, 2%, 2%, 1%, 5%
> O=C(NCc1ccc(F)cc1)c1ccc(S(=O)(=O)N2CCCCC2)cc1
→ -2%, 3%, ?, -11, i, 3%, -11%, -1%, 3%
> NC(=O)CN1C(=O)C(=O)N(Cc2ccc(F)cc2)C1=O
→ -7%, 0%, -2%, 5, i, 18%, -3%, 2%, 14%
> O=C(O)c1cc(Cl)c(Cl)cc1C(=O)Nc1cccc2ncccc12
→ -1%, -3%, -1%, 9, i, 0%, nt, -3%, 7%
> CCc1ccc(C(=O)NC(=S)NCc2cccnc2)cc1
→ 17%, -4%, -22%, ?, i, -10%, 0%, 0%, -12%
> CCOC(=O)c1sc(NC(=O)CCc2ccccc2)nc1C
→ ?, nt, -20%, -9, i, -6%, 5.8µM*, 20%, -17%
> FC(F)(F)c1nc(Oc2ccccc2)c2ccccc2n1
→ 9%, 2%, 3%, 23, i, 6%, -12%, 0%, 5%
> CCOCCOC(=O)c1[nH]c2c(c1C)C(=O)CC(c1ccc(OC)c(OC)c1)C2 (centres undefined)
→ -8%, -18%, ?, -26, i, ?, 0%, 21%, ?
> COc1ccc(-c2cnc3c(c2)CCC3(C#N)C#N)cc1
→ -24%, -1%, -9%, 0, i, -24%, 3.3µM*, 4.1µM*, 0%
> C=CC[C@@H](CC(=O)N(CCO)Cc1ccccc1)C(=O)N[C@H](COC(=O)[C@H](CC=C)CC(=O)OC(C)(C)C)Cc1c[nH]c2ccccc12
→ 0%, ?, 0%, -59*, 22µM*, ?, 0%, ?, -27%
> CCn1cc2nc(SCc3cc(C)ccc3C)n(Cc3ccc(Cl)cc3)c(=O)c2n1
→ 1%, -1%, -13%, nt, i, nt, nt, nt, nt
> Cc1ccc(C)c(Nc2nnc(-c3ccc(C)c(S(=O)(=O)N4CCCCC4)c3)c3ccccc23)c1
→ -10%, -12%, -6%, nt, i, nt, nt, nt, nt
> COC(=O)c1ccc(-c2csc(NC(=O)c3c(C)noc3C)n2)cc1
→ -17%, -12%, -1%, 48, i, -28%, -452%[inhibitor], ?, -22%
> CC(=O)N[C@@H](CS)C(=O)O
→ 0%, -7%&15%, 0%, 4, i, 16%, ?, 5%&-2%&6%, -2%
> O=C(Nc1ccc2c(c1)N(C1CCCC1)C(=O)c1ccccc1S2)c1ccccc1F
→ ?, 59%[activator], -8%, nt, i, nt, nt, nt, nt
> C=CCNC(=O)c1cc2c(=O)c3ccccc3oc2nc1C
→ ?, -1%, 1%, -8, i, -15%, 0%, -15%, ?
> CCN(c1ccccc1)S(=O)(=O)c1ccc(OC)c(NC(=O)Cc2ccccc2OC)c1
→ ?, 4%, -5%, 0, i, -10%, -33%[inhibitor], 10%, 5%[9.24 µM]
